# Bioassay records from PubChem.
# DAX1 inh-1 = DAX1 (NR0B1) inhibitors on StAR promoter, primary screen, cell-based, luminescence, SF-1 (NR5A1), full-length DAX-1. HEK293T StAR-luciferase reporter, SF-1/DAX-1 repression relief. inhibition, % at 6.8 µM. 370,000 tested, 1.1% active. AID 652010, 2013;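 active = inhibition above the mean over all tested compounds plus 3 SD, cut at about 3.6% in these data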;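 also: 0% = DAX-1 cells with DMSO and 100% = cells lacking DAX-1 with DMSO; higher inhibition means more luminescence from relief of DAX-1 repression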
# GAA850 FXN act = FXN promoter activators, primary screen, cell-based, luciferase luminescence, HEK293 lucGAA850 | 360,000 tested, 0.56% active | HEK293 lucGAA850 FXN promoter luciferase reporter, 24 h; percent of 10 µM SAHA response | activation, % at 6 µM | AID 540364, 2011;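 active = activation above the average of all compounds screened plus 3 SD, cutoff fixed separately per campaign, cut at about 7.5% in these data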;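 also: 0% = DMSO wells and 100% = 10 µM SAHA wells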
# PLCb3 inh = human PLC-beta3 inhibitors, primary screen, biochemical, fluorescence; 1-phosphatidylinositol 4,5-bisphosphate phosphodiesterase beta-3 (Homo sapiens), Q01970; Purified PLC-beta3, fluorogenic substrate; inhibition, % at 12.2 µM; 370,000 tested, 0.18% active; in the data active = inhibition above about 11%;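 also: 0% = median of compound wells on plate and 100% = full blocker control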
# Target sequence (Q01970 whole entry, looked up): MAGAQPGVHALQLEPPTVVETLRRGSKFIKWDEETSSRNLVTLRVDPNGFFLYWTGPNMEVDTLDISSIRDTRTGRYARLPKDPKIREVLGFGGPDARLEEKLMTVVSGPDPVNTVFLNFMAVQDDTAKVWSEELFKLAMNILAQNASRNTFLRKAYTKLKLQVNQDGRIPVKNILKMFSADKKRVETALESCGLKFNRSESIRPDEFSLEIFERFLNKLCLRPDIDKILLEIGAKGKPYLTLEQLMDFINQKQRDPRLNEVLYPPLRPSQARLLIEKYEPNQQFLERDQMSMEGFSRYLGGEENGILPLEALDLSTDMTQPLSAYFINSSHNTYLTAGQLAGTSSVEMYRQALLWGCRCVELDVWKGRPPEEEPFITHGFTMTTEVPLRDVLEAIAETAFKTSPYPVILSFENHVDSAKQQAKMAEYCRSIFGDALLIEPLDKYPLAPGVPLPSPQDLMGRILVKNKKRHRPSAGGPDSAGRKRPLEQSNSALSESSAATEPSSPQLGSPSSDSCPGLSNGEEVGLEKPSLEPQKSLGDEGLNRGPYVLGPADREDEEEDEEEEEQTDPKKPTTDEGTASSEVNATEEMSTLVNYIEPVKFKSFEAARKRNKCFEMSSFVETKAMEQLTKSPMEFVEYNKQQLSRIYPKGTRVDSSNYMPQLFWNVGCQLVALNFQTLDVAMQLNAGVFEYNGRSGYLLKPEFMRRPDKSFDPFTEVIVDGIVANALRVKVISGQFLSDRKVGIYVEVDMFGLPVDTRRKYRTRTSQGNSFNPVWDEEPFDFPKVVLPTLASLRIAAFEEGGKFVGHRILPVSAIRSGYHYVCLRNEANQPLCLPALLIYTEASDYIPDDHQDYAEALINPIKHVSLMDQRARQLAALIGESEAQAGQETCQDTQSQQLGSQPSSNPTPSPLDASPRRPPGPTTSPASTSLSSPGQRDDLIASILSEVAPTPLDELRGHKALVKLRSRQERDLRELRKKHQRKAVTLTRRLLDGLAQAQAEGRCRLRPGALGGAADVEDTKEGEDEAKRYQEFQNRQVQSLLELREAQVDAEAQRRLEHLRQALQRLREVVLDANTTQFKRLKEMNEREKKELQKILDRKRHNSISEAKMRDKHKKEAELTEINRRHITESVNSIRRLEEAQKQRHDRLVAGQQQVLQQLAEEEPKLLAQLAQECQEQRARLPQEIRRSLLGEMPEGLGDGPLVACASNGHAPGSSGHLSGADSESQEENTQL
# Rev-erbA mod = modulators of Rev-erb alpha DNA binding, primary screen, biochemical, FITC-DNA, fluorescence polarization, uHTS; activity, % at 10 µM; Rev-erbα–FITC-DNA binding, 90 min; 370,000 tested, 0.79% active; Nuclear receptor subfamily 1 group D member 1 (Homo sapiens), P20393;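 active = activity above about 14%, limit read from the data; passing the limit was not always enough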;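 also: 0% = DMSO wells with 35 nM protein and 100% = DMSO wells with 750 nM protein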
# DAX1 inh-2 = DAX1 (NR0B1) inhibitors, primary screen, cell-based, HEK293, Gal4-DAX1, luciferase luminescence | Nuclear receptor subfamily 0 group B member 1 (Homo sapiens), P51843 | HEK293 Gal4-DAX1 luciferase reporter | inhibition, % at 6.75 µM | 340,000 tested, 0.99% active | AID 504766, 2011;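 active = inhibition above the mean over all tested compounds plus 3 SD, cut at about 4.2% in these data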;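 also: 0% = DAX1-transfected cells with DMSO and 100% = empty-vector control cells with DMSO; inhibition shows as a rise in luminescence from relieved DAX1 repression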
# SMARCA2 act = SMARCA2 (BRM) function activators, primary screen, cell-based, luminescence, high throughput. MG213 cells, MMTV-luciferase reporter, dexamethasone, overnight. activation, % at 9.1 µM. 370,000 tested, 1% active. AID 652017, 2013; in the data active = activation above about 7.8%;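 also: 0% = vehicle wells and 100% = reference activator wells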
# ssDAF-12 act = S. stercoralis DAF-12 nuclear receptor activators, primary screen, cell-based, luminescence, HEK293, GRIP1 co-expression, lit1-tk-luc; Nuclear hormone receptor DAF-12 (Strongyloides stercoralis); 370,000 tested, 1% active; activation, % at 6.8 µM; HEK293 ssDAF-12/GRIP1 lit1-tk-luc reporter; % of 3 µM dafachronic acid response;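 active = activation above the mean over all tested compounds plus 3 SD, cut at about 0.9% in these data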;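 also: 0% = DMSO-only wells and 100% = 3 µM delta7-dafachronic acid wells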
# sPLA2-III inh = human group III sPLA2 inhibitors, primary screen, biochemical, QFRET, BODIPY PC-A2 liposome substrate | QFRET BODIPY PC-A2 liposome hydrolysis, fluorescence | inhibition, % at 12.2 µM | 370,000 tested, 0.56% active | AID 743126, 2013;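 active = inhibition above mean plus 3 SD of compounds lying within the high and low control bounds, cut at about 19% in these data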;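 also: 0% = median of test compound wells and 100% = no enzyme DMSO wells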
# hgDAF12 agonist = H. glycines DAF-12 receptor agonists, primary screen, cell-based, luminescence, HEK293, GAL4 fusion, UAS-luciferase | HEK293 GAL4-hgDAF12 UAS-luciferase reporter, agonist luminescence; normalized to butyrate control | activation, % at 6.8 µM | 370,000 tested, 1.8% active | AID 687014, 2013;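 active = activation above a cutoff set at the mean of all screened compounds plus 3 SD, cut at about 10% in these data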;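 also: 0% = DMSO wells and 100% = sodium butyrate wells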
# PG9 Ab binder = binders of HIV-1 gp120 antibody PG9, primary screen, biochemical, TR-FRET | HIV-1 gp120 / PG9 antibody interaction | TR-FRET gp120-PG9 antibody binding | inhibition, % at 6.7 µM | 360,000 tested, 0.43% active | AID 624416, 2012; in the data active = inhibition above about 8.5%
# hcDAF-12 act = H. contortus DAF-12 nuclear receptor activators, primary screen, cell-based, luminescence, HEK293, lit1-tk-luc reporter. HEK293 hcDAF-12 lit1-tk-luc reporter; 0% DMSO, 100% Δ7-dafachronic acid. activation, % at 6.8 µM. 370,000 tested, 1.4% active;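 active = activation above the mean of all tested compounds plus 3 SD, cut at about 5.5% in these data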;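 also: 100% = response to 3 µM Δ7-dafachronic acid high control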
# Active calls of the source: *; . = no result given.
SMILES,DAX1 inh-1,GAA850 FXN act,PLCb3 inh,Rev-erbA mod,DAX1 inh-2,SMARCA2 act,ssDAF-12 act,sPLA2-III inh,hgDAF12 agonist,PG9 Ab binder,hcDAF-12 act
COCCCN1C(=O)C(O)=C(C(=O)c2ccco2)C1c1ccc(Br)cc1 (stereo not given),-0.1,2.5,-8,-4,0.2,-1,-0.6,2,1.6,7.4,-2.0
COc1ccccc1N(CC(=O)N/N=C/c1ccc(C(=O)O)cc1)S(=O)(=O)c1ccc(C)cc1,-0.1,0.3,-8,0,0.6,-4,-1.4,10,4.3,0.9,-1.7
Cc1nn(-c2cccc(C(=O)O)c2)c(C)c1[N+](=O)[O-],0.0,0.1,5,1,-0.2,-2,-0.9,-2,3.6,-1.0,-0.3
O=C(CN1C(=O)c2cccc3cccc1c23)N1CCc2ccccc2C1,-1.3,-2.0,-365,8,-1.2,-3,-1.4,-2,-2.9,-0.4,-1.4
O=C(c1ccco1)N1CCN(C(=O)C2Cc3ccccc3CN2S(=O)(=O)c2ccc(F)cc2)CC1 (stereo not given),1.0,0.4,-2,-2,1.9,0,-0.3,-2,2.2,0.6,3.4
O=C(Nc1ccccc1)c1c(F)cccc1F,0.3,4.8,3,1,0.5,-3,-1.6,8,1.2,-0.8,1.1
Cc1[nH]c2c(ccc3ccccc32)c1C1C(CCN)C1(C)C (stereo not given),-0.7,-2.6,-20,0,0.6,-3,-1.2,14,-1.3,-0.3,-1.6
S=c1[nH]nc(-c2cccnc2)n1-c1ccc2c(c1)OCCO2,0.2,-0.3,3,4,1.1,-6,-1.2,11,0.9,0.4,-1.4
C1CCc2c(nc3nnnn3c2NC2CCCC2)C1,0.4,-0.6,1,2,0.3,1,-1.0,3,-0.4,0.9,-0.9
Cc1cccc(-n2c(-c3ccccc3)c[nH]c2=S)c1C,-0.5,0.0,1,0,-1.0,2,-1.5,15,0.9,0.1,-1.1
COCCNC(=O)C(c1ccc(C)o1)N(CC1CCCO1)C(=O)Cn1nnc2ccccc21 (stereo not given),-0.3,1.3,1,4,0.8,1,-0.7,-2,0.1,2.7,-1.9
CC1C(=O)N(Cc2cn(CCC3OCCCO3)nn2)CCS(=O)(=O)N1Cc1ccc(-c2ccc(Cl)cc2)cc1 (stereo not given),-2.7,-1.4,2,2,0.1,-6,-1.0,-30,-4.9,-0.5,-3.3
CC(NC(=S)NC1CCC(C(C)(C)C)CC1)c1ccccc1 (stereo not given),0.5,-1.0,-2,5,0.1,1,-0.8,12,-3.0,-3.7,-1.6
CCOC(=O)C1CN(S(C)(=O)=O)c2cc(CC(=O)OC)ccc2O1 (stereo not given),-0.1,1.6,1,-2,0.5,8.2*,-1.2,-1,4.5,-0.9,-0.2
CN(Cc1ccccc1)C(=O)c1[nH]cnc1C(=O)NCC(=O)OC(C)(C)C,-0.3,0.6,0,-5,-0.5,-1,-1.5,-1,0.2,-0.3,-0.7

# Five of these compounds in another layout:
canonical_smiles	DAX1 inh-1	GAA850 FXN act	PLCb3 inh	Rev-erbA mod	DAX1 inh-2	SMARCA2 act	ssDAF-12 act	sPLA2-III inh	hgDAF12 agonist	PG9 Ab binder	hcDAF-12 act
COCCCN1C(=O)C(O)=C(C(=O)c2ccco2)C1c1ccc(Br)cc1 (stereo not given)	-0.1	2.5	-8	-4	0.2	-1	-0.6	2	1.6	7.4	-2.0
O=C(CN1C(=O)c2cccc3cccc1c23)N1CCc2ccccc2C1	-1.3	-2.0	-365	8	-1.2	-3	-1.4	-2	-2.9	-0.4	-1.4
Cc1cccc(-n2c(-c3ccccc3)c[nH]c2=S)c1C	-0.5	0.0	1	0	-1.0	2	-1.5	15	0.9	0.1	-1.1
CC(NC(=S)NC1CCC(C(C)(C)C)CC1)c1ccccc1 (stereo not given)	0.5	-1.0	-2	5	0.1	1	-0.8	12	-3.0	-3.7	-1.6
Cc1[nH]c2c(ccc3ccccc32)c1C1C(CCN)C1(C)C (stereo not given)	-0.7	-2.6	-20	0	0.6	-3	-1.2	14	-1.3	-0.3	-1.6

# Arranged by the number under sPLA2-III inh (ascending): three from the list above
structure | sPLA2-III inh
CC1C(=O)N(Cc2cn(CCC3OCCCO3)nn2)CCS(=O)(=O)N1Cc1ccc(-c2ccc(Cl)cc2)cc1 (stereo not given) | -30
O=C(c1ccco1)N1CCN(C(=O)C2Cc3ccccc3CN2S(=O)(=O)c2ccc(F)cc2)CC1 (stereo not given) | -2
S=c1[nH]nc(-c2cccnc2)n1-c1ccc2c(c1)OCCO2 | 11

# Next part.
SMILES,DAX1 inh-1,GAA850 FXN act,PLCb3 inh,Rev-erbA mod,DAX1 inh-2,SMARCA2 act,ssDAF-12 act,sPLA2-III inh,hgDAF12 agonist,PG9 Ab binder,hcDAF-12 act
CC(C)CC(NS(=O)(=O)c1ccccc1)C(=O)O (stereo not given),-0.2,-0.7,4,0,0.2,0,-0.6,3,1.5,-0.7,0.8
C=CCNC(=S)N(C)[C@H]1C[C@H]2c3[nH]c4c(-c5ccccc5)cccc4c3CCN2C(=O)[C@H]1[C@H](C)O,-0.1,.,-36,4,.,1,-0.8,6,-0.5,-1.0,-0.5
Cc1ccc(C)c(NC(=O)COC(=O)c2c(-c3ccccc3)noc2C)c1,-0.3,-0.8,6,-5,-0.3,4,-1.4,-6,0.8,-2.0,-0.7
COc1ccc(OC)c(CN2C(=O)c3ccccc3C2c2nnnn2Cc2ccccc2)c1 (stereo not given),-1.3,.,-1,1,.,-2,-0.9,2,-0.1,0.5,-1.3
CCCNC(=O)C(Cc1ccccc1C)NC(=O)c1ccc(C(F)(F)F)cc1 (stereo not given),0.1,1.6,6,-1,2.9,1,-1.0,0,-2.1,-0.4,0.4
C[C@H]1CN([C@@H](C)CO)C(=O)c2cc(NC(=O)c3ccncc3)ccc2O[C@H]1CN(C)Cc1ccc(C(=O)O)cc1,0.2,2.0,4,6,0.6,3,-1.3,-1,1.2,-1.9,-1.4
COc1ccc(/C=C/C(=O)NC(=S)Nc2ccccn2)cc1,1.5,5.5,-11,-18,2.8,2,-0.2,16,9.2,-1.5,4.7
COc1cccc(C2NC(=O)CCC2[N+](=O)[O-])c1 (stereo not given),0.8,3.0,-2,-3,0.0,4,-0.8,1,-3.7,-2.1,-1.6
Cc1nn(CC(=O)NCCCN2C(C)CCCC2C)c(=O)c2cc3occc3n12 (stereo not given),0.4,1.0,-8,5,0.2,-1,-1.1,5,-0.7,0.0,-1.1
Cc1ccc(C(=O)C[n+]2cccc3cc(C)ccc32)cc1,-0.5,-1.1,-21,0,-0.1,-4,-1.5,-2,-1.8,-3.0,-0.7
O=C(Nc1ccccc1N(C(=O)c1ccco1)S(=O)(=O)c1cccs1)c1ccco1,0.2,-2.0,3,-5,-0.3,-2,-1.1,-1,-0.2,-0.9,-0.5
CC(C)CC(NS(=O)(=O)OCC(Cl)(Cl)Cl)c1ccccc1 (stereo not given),1.0,1.0,4,-17,1.0,0,-1.1,-5,-1.0,-1.5,-0.9
COc1ccc(CCNC(=O)c2cccc(-n3cnnn3)c2)cc1,0.1,1.5,2,-7,1.0,-2,-0.9,0,6.0,1.1,-1.6
NC(=O)c1c(NC(=O)C2CC=CCC2C(=O)O)sc2c1CCCCC2 (stereo not given),0.7,3.6,-21,-5,0.3,1,-1.0,4,-0.1,0.2,-0.1
O=C(Cn1cc([N+](=O)[O-])ccc1=O)NCc1ccc(Cl)cc1Cl,-0.1,-0.3,-3,-1,0.8,3,-1.2,1,0.2,-0.9,2.2
COC(=O)C1=C(C(=O)OC)[C@@H]2N(C)c3ccc(OC)cc3[C@@]23C[C@@H](C(=O)OC)N(C(=O)COCc2ccccc2)C3=N1,-0.1,.,3,-5,.,0,-1.4,2,-0.5,-0.7,-1.2
CCOC(=O)N1CCN(S(=O)(=O)c2ccc3c(c2)SC(C)C(=O)N3)CC1 (stereo not given),-2.7,-0.7,-1,-3,-2.7,-5,-1.8,-8,-7.3,0.9,-2.6
CCCNC(=O)C1(C)CCN1C(=O)C1(c2ccccc2)CC1 (stereo not given),1.1,1.6,0,-4,.,-1,-0.8,2,-0.5,-0.6,0.8
CCOc1ccccc1C(=O)N(Cc1ccccc1)Cc1cc2cc3c(cc2[nH]c1=O)OCCO3,-0.2,-0.1,-14,5,0.6,-1,-1.1,6,-1.8,2.0,0.5
COc1ccc(OC)c(NC(=S)N2CCN(C(=O)C3CCCO3)CC2)c1 (stereo not given),-0.2,0.3,-4,-6,-0.2,-1,-0.8,6,0.7,0.6,-0.4
COc1cc(OC)cc(C(=O)OCC(=O)N2CCCC2)c1,0.0,-0.6,-2,3,-1.4,-4,-1.2,0,-0.4,0.4,-1.0
COc1ccc(-c2ccc3c(c2)[C@@H]2C[C@H](N(C)S(=O)(=O)c4ccccc4)[C@H]([C@H](C)O)C(=O)N2CC3)cc1,-2.4,-8.1,-10,6,-2.0,-4,-0.2,-12,-1.0,-0.7,-0.7
COc1ccc(C2OCC3(CO2)SC(N)=NC3=O)cc1 (stereo not given),1.6,2.5,1,1,0.5,-3,-1.6,12,-1.4,1.2,-1.2
CCCn1c(C)nc2c(c1=O)c1nc3ccccc3nc1n2-c1ccccc1,-0.1,0.2,-15,-3,4.0,1,-1.0,3,2.4,-2.0,-0.9
COc1ccccc1NS(=O)(=O)c1cccc(C(=O)NCc2ccco2)c1,-0.2,-1.5,-3,6,0.0,-2,-1.3,-7,1.0,0.1,-1.9
CCOC(=O)Cn1c(-c2ccc(Cl)nc2)nc2ccccc21,-0.5,-0.9,-1,5,0.3,2,-2.5,3,2.5,-1.4,-0.1
Cc1nc(SCC(=O)NCCc2ccccc2)c2c(=O)n(C)c(=O)n(C)c2n1,-0.6,-0.9,-3,5,1.3,0,-0.8,-1,1.4,-0.3,0.8
O=C(NCCCn1ccnc1)c1ccc(S(=O)(=O)Nc2ccccc2)cc1,0.1,0.7,-8,-2,0.4,0,-0.9,1,-3.0,-0.6,-1.0
O=C(O)CS(=O)(=O)c1ccc(Oc2ccc(S(=O)(=O)CC(=O)O)cc2)cc1,-1.0,.,-1,4,.,-3,-1.7,-1,-1.9,1.6,-1.5
